# C2C12 statin: suppressors of statin myotoxicity in C2C12 myotubes, primary screen, cell-based, single point, plate reader; C2C12 myotubes + simvastatin, ATP luminescence, 48 h; scaled: DMSO 0, geranylgeraniol control 100; rescue of ATP level, % at 7.49 µM; 0.78% of 330,000 active;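 active means mean ATP rescue above about 67%, or every replicate alone reaching that limit, limit read from the data, passing the limit was not always enough; inconclusive means no clear call, values can overlap the other calls; inactive means mean under the limit and some replicate under it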;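 further: myotubes were challenged with 10 µM simvastatin during compound exposure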
# DENV2 CPE: inhibitors of DENV2 cytopathic effect, primary screen, cell-based, plate reader, single concentration; DENV2-infected cells, cytopathic effect rescue; CPE inhibition, % at 9.99 µM; 1.7% of 350,000 active; AID 651640, 2012; in the data active means CPE inhibition above about 20%, passing the limit was not always enough; inconclusive means no clear call, values can overlap the other calls; tested in BHK-21 cells;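 further: 0% = median of neutral control wells and 100% = median of positive control wells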
# E-sel inducer: E-selectin induction in HUVECs, primary screen, imaging, HUVEC, immunofluorescence imaging, single point | P16581 | normalized: neutral wells 0, TNF-alpha wells 100 | activation, % at 7.58 µM | 0.37% of 260,000 active;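 active means mean E-selectin-positive cell signal at least 10% of the positive control, reached in at least 60% of replicates, without over 20% cell loss; inconclusive means no rule given, readout overlaps actives, possibly toxicity-flagged; inactive means the rest, including those meeting only one limit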;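 further: in these data hits start at about 27%; measured in HUVEC primary endothelial cells; signal is the percent of cells scored E-selectin positive by PE staining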
# Target sequence (P16581 whole entry, looked up): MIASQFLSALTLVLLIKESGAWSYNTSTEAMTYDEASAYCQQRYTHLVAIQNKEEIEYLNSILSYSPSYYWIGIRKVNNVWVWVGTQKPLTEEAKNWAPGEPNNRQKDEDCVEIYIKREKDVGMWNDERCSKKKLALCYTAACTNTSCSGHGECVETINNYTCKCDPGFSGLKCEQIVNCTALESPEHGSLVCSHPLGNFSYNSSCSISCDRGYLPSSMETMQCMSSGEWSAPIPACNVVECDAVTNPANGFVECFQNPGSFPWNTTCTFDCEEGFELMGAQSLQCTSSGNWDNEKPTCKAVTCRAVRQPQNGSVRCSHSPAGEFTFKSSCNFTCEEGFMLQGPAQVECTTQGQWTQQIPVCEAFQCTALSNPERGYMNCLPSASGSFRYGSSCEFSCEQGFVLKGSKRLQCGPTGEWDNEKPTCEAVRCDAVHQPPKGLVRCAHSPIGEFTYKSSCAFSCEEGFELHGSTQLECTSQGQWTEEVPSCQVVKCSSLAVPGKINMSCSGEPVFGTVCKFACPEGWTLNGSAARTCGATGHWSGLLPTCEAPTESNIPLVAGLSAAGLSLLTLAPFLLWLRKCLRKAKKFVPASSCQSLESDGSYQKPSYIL
#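 assay system = HUVEC, human umbilical vein endothelial cells | input = 3,000 HUVEC seeded per well | medium = EGM-2 growth medium on 0.1% gelatin-coated wells | dosing = one compound dose added by pin transfer | signal = immunofluorescence imaging | read-out basis = % PE-positive cells | control set = TNF-alpha, DMSO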
# S100A4 inh HTS: inhibitors of S100A4-myosin IIA peptide binding, primary screen, biochemical, fluorescence polarization, TAMRA-MyoIIA peptide. Protein S100-A4 (Homo sapiens), P26447. 0.14% of 360,000 active. AID 652163, 2013. inhibition, % at 10.7 µM;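 active means mean inhibition of at least 70% across replicates, with every replicate also reaching that level; inconclusive means mean inhibition reaches 70% but some replicates fall short; inactive means mean inhibition below 70%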
#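 Material: S100A4 monomer protein / Buffer or medium: 50 mM HEPES pH 7.2, 10 mM CaCl2, 100 mM KCl / Times: 5 min incubation before reading / Benchmarks: neutral control DMSO, positive control TFP / Reagent: labelled myosin peptide probe, 5 nM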
# SIRT5 block: SIRT5 desuccinylase inhibitors, primary screen, biochemical, fluorescence imaging, single point, set 5 | NAD-dependent protein deacylase sirtuin-5, mitochondrial (Homo sapiens), Q9NXA8 | Purified SirT5, succinyl-peptide AMC, trypsin-coupled fluorescence | inhibition, % at 15 µM | 1.1% of 330,000 active | AID 652115, 2013; in the data active means inhibition above about 15%; inconclusive means no clear call, values can overlap the other calls
# ERp5 block: inhibitors of ERp5-driven insulin aggregation, primary screen, biochemical, turbidity, absorbance 650 nm, single point; Protein disulfide-isomerase A6 (Homo sapiens), Q15084; 90 min; inhibition, % at 9.99 µM; 0.05% of 350,000 active;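 active means mean replicate inhibition above about 25%, with every replicate also reaching it, limit read from the data, passing the limit was not always enough; inconclusive means only one of those two criteria met; inactive means neither criterion met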
# Target sequence (Q15084 whole entry, looked up): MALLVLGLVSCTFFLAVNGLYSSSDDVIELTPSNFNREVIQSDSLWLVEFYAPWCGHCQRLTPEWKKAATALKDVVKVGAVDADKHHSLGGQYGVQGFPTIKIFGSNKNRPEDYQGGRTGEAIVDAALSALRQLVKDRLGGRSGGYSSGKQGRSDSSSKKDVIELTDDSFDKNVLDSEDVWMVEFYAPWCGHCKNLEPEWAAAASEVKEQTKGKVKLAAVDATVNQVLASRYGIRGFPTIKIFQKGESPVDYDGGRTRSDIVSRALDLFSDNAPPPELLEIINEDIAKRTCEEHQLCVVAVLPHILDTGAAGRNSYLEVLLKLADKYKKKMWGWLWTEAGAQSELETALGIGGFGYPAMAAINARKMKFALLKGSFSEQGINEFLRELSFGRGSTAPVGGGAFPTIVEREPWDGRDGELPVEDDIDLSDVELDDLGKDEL
# PglD inh: C. jejuni PglD acetyltransferase inhibitors, primary screen, biochemical, DTNB colorimetric, single point | AID 602405, 2012 | UDP-N-acetylbacillosamine N-acetyltransferase PglD (Campylobacter jejuni) | 0.098% of 360,000 active | inhibition, % at 12.5 µM | purified PglD enzyme, DTNB colorimetric CoA detection; in the data active means inhibition above about 16%, passing the limit was not always enough; inconclusive means no clear call, values can overlap the other calls; further: strong numbers were not always called active
# * marks the source's active call; other numbers are inactive results; ? = inconclusive; nt = not tested or not shown; & = joins results of further samples. This is a subset. The share of hits here may be higher or lower than overall.
SMILES,C2C12 statin,DENV2 CPE,E-sel inducer,S100A4 inh HTS,SIRT5 block,ERp5 block,PglD inh
O=C(CN1C(=O)NC2(CCOc3ccccc32)C1=O)NCC(F)(F)F (configuration not stated),7,8,0.0,-1,1,-1,nt
Cc1noc(C)c1NC(=O)N(C)C[C@H]1Oc2c(NS(=O)(=O)c3ccccc3)cccc2C(=O)N([C@@H](C)CO)C[C@H]1C,-6,28*,1.2,-2,3,-16,0
CNC[C@H]1Oc2ccc(NC(=O)Cc3ccccc3)cc2CC(=O)N([C@@H](C)CO)C[C@@H]1C,-39,12,-0.1,0,1,-19,0
O=C(N/N=C/c1ccc2c(c1)OCO2)C(=O)Nc1ccc2ccccc2c1,nt,-3,0.0,-1,-1,1,nt
CCn1cc(S(=O)(=O)N2CCN(Cc3ccc(F)cc3)CC2)cn1,nt,0,nt,9,-4,4,nt
O=C1CC(N2CCN(c3ccccn3)CC2)C(=O)N1c1ccc(Cl)cc1 (configuration not stated),nt,3,nt,-1,nt,-1,nt
C[C@@H]1CN([C@@H](C)CO)C(=O)c2cccc(NC(=O)C3CC3)c2O[C@H]1CN(C)C(=O)Nc1cccc2ccccc12,28,5,1.7,-1,-1,-5,6
CCOc1cc(/C=N/n2cnnc2)ccc1OS(=O)(=O)c1ccccc1,7,1,nt,3,nt,4,-1
CCOCCCNC(=O)C1CCN(Cc2ccc(OCc3ccccc3)c(OC)c2)CC1,3,-2,nt,-2,nt,4,-6
COc1ccc(NC(=O)Nc2ccc3c(c2)C(=O)N([C@H](C)CO)C[C@H](C)[C@@H](CN(C)Cc2ccc(C(F)(F)F)cc2)OCCCC[C@H](C)O3)cc1,6,3,0.4,-29,7,-17,3
CCN1[C@H](C(=O)NCCCN(C)C)[C@@H](CO)[C@@H]2Cn3c(ccc(C4=CCCC4)c3=O)[C@@H]21,nt,-5,0.5,2,-4,-6,nt
N#CCCN(Cc1cccnc1)CN1C(=O)c2ccccc2C1=O,nt,5,0.0,1,-5,1,2
CC(C)(C)OC(=O)N1CCN(C(=O)c2nc[nH]c2C(=O)N2CCN(C(=O)OC(C)(C)C)CC2)CC1,-7,17,-0.7,-1,nt,-1,7
Cc1noc(C)c1S(=O)(=O)Nc1cccc2c1O[C@@H](CN(C)Cc1ccc(Cl)c(Cl)c1)[C@@H](C)CN([C@@H](C)CO)C2=O,30,-4,-4.4,-19,4,2,6
C[C@@H]1CN([C@H](C)CO)C(=O)c2cc(Br)cnc2O[C@H]1CN(C)C(=O)Cc1ccncc1,3&-4,-1&5,6.3&-0.3,-1&-38,0&2,0&1,-1&15

# Compound profiles, as listed above. Order of screens: C2C12 statin, DENV2 CPE, E-sel inducer, S100A4 inh HTS, SIRT5 block, ERp5 block, PglD inh
# N#CCCN(Cc1cccnc1)CN1C(=O)c2ccccc2C1=O in the list: nt, 5, 0.0, 1, -5, 1, 2
# O=C(CN1C(=O)NC2(CCOc3ccccc32)C1=O)NCC(F)(F)F (configuration not stated) in the list: 7, 8, 0.0, -1, 1, -1, nt
# O=C1CC(N2CCN(c3ccccn3)CC2)C(=O)N1c1ccc(Cl)cc1 (configuration not stated) in the list: nt, 3, nt, -1, nt, -1, nt

# More results follow.
SMILES,C2C12 statin,DENV2 CPE,E-sel inducer,S100A4 inh HTS,SIRT5 block,ERp5 block,PglD inh
Cc1cc(C)c[n+](CC(=O)c2ccc(-c3ccccc3)cc2)c1,nt,3,-2.3,-3,-2,5,nt
CCCNC(=O)Nc1ccc2c(c1)OC[C@H](C)N(C(=O)C1CC1)C[C@H](C)[C@H](OC)CN(C)C2=O,7,2,0.4,4,6,-6,4
Cc1cc([N+](=O)[O-])ccc1NC(=O)CCC(=O)N1CCCCCC1,nt,10,nt,-12,3,3,-6
O=C(O/N=C1\C(=O)N(c2ccccc2)c2ccccc21)C1CC1,nt,-2,nt,-1,-2,1,nt
COc1ccc(OC)c(-c2csc(NC(=O)Cc3ccc(OC)c(OC)c3)n2)c1,-3,12,nt,-15,-4,0,-4
CC(OC(=O)c1cc(=O)[nH]c2ccccc12)C(=O)NC1CCCC1 (configuration not stated),-4,-3,0.3,-1,-6,5,5
NS(=O)(=O)c1cccc(NC(=O)c2ccccc2NS(=O)(=O)c2ccc(F)cc2)c1,12,-10,-0.1,1,1,3,0
COc1ccc(S(=O)(=O)N2CCN(C(=O)CNC(=O)c3ccc4c(c3)OCO4)CC2)cc1,nt,6,3.6,-4,-2,-1,nt
COc1ccc(OC)c(NC(=O)c2cc3oc4ccccc4c3cc2O)c1,-87,-2,0.3,0,-5,-1,11
COc1cc(OC)cc(C(=O)NC(=S)NNC(=O)Cc2cccs2)c1,0,6,0.1,-4,-3,4,1
O=C(CCN1C(=O)/C(=C/c2ccc(Cl)cc2)SC1=S)NC1C=CS(=O)(=O)C1 (configuration not stated),35,-4,nt,30,4,-1,-4
CCc1c(C)sc(NC(=S)Nc2nc(C)cc(C)n2)c1C(=O)OC,nt,3,-0.5,0,-5,-12,nt
CC(C)c1ccc(NC(=O)COC(=O)/C=C/c2cccc([N+](=O)[O-])c2)cc1,nt,-1,-0.5,-2,1,4,nt
CCOc1ccc(-n2cc(C(=O)N3CCC(C)CC3)c3cc(OC)c(OC)cc3c2=O)cc1,nt,nt,nt,0,0,-13,-4
COc1ccc(C(=O)NCC(=O)OCC(=O)Nc2ccc(C)c(S(=O)(=O)N(C)C)c2)cc1OC,-5,2,0.0,0,2,0,-5
COc1ccc(CCNC(=O)Cn2nnc(-c3cccs3)n2)cc1OC,4,nt,nt,0,-1,0,nt
CCN1C[C@@H]2[C@@H]3C(=O)N(C)C(=O)[C@@H]3[C@](CC)(C(=O)OC)N2C1=NC,8,2,3.7,-1,-2,0,-6
Cc1ccc(S(=O)(=O)Nc2c(C)nc3nc(C)[nH]n3c2=O)cc1,0,-6,0.5,-3,nt,6,-1
C[C@H](NC(=O)[C@H]1[C@H](CO)[C@H]2Cn3c(cccc3=O)[C@@H]1N2Cc1ccncc1)c1ccccc1,15,-9,0.0,4,-2,1,-1
CCCNC(=O)N(C)C[C@H]1Oc2cc(C#CCOC)ccc2S(=O)(=O)N([C@H](C)CO)C[C@H]1C,9,1,0.2,9,-2,-5,1
O=C(OCc1nc2ccsc2c(=O)[nH]1)c1ccco1,nt,-8,2.9,-2,1,7,nt
CC1(C(=O)O)CCCN1C(=O)c1cc2ccccc2s1 (configuration not stated),-10,4,-0.2,5,-1,-5,0
CC(=O)c1ccc(OCc2c(-c3ccccc3)nnn2CC(=O)NS(=O)(=O)c2ccc(C)cc2)cc1,-5,-3,1.2,0,nt,-4,-2
CC(=O)N1CCc2c(sc(NC(=O)C3CCCCC3)c2C(N)=O)C1,nt,5,-0.1,-4,4,-4,1
CCCOc1ccc(C2c3c(oc4cc(C)c(C)cc4c3=O)C(=O)N2CCCN(C)C)cc1OCC (configuration not stated),-10,-4,-0.1,-1,0,1,2
CN(C)CC#Cc1ccc([C@@H]2[C@H]3CN(C(=O)C4CCC4)CCCCN3[C@H]2CO)cc1,-18,2,-0.1,-3,11,-3,6
COc1ccc(NC(=O)C#Cc2ccccc2)cc1OC,36,-6,-0.1,0,0,2,0
C[C@H](CO)N1C[C@H](C)[C@@H](CN(C)Cc2ccc(Cl)c(Cl)c2)Oc2ccc(NC(=O)C3CCCCC3)cc2C1=O,-74,-7,-0.5,3,-4,-1,-1
CC1CCCN(C(=O)NC2CC(=O)N(c3ccc4c(c3)OCCO4)C2)C1 (configuration not stated),17,-2,0.2,-18,-4,1,-2
COCC1CCN(C(=O)c2cc(COc3cc(C)c(Cl)c(C)c3)on2)C1 (configuration not stated),7,-1,0.0,1,-5,2,-7
CCCS(=O)(=O)N1CCCC(C(=O)NCCc2ccccc2)C1 (configuration not stated),-9,13,0.0,0,-5,1,-1
C[C@H](CO)N1C[C@H](C)[C@H](CN(C)S(=O)(=O)c2cccs2)Oc2ccc(NC(=O)CCN3CCOCC3)cc2CC1=O,8,9,16,6,0,-1,-6
CCOC(=O)CSc1nc2ccccc2c(=O)n1NC(=O)c1ccccc1,-5,nt,1.6,nt,nt,nt,-3
C[C@H](CO)N1C[C@H](C)[C@@H](CN(C)C(=O)Nc2cccc3ccccc23)Oc2ccc(NS(=O)(=O)c3ccc(Cl)cc3)cc2C1=O,41,1,0.2,0,5,19,0
NC(=O)C1CCN(c2oc(-c3cccs3)nc2S(=O)(=O)c2ccc(Br)cc2)CC1,1,1,0.0,-2,-4,0,5
CS(=O)(=O)N1CCC(C(=O)Nc2cccc(Cl)c2)CC1,nt,-1,nt,-3,-4,-5,nt
Cc1[nH]c(C)c2c(=O)n(Cc3ccc(Cl)cc3)ncc12,17,-1,0.0,1,3,7,2
CCN(CC)S(=O)(=O)c1ccc(OC)c(NC(=O)CSc2cc(C)ccc2C)c1,nt,-2,-2.1,-15,2,4,nt
COC(=O)c1ccc2c(c1)N(C)S(=O)(=O)c1cnc(SCC(=O)C(C)(C)C)nc1-2,nt,-3,0.3,2,-2,2,1
NS(=O)(=O)c1ccc(NC(=O)COC(=O)C2(c3ccc(F)cc3)CCCC2)cc1,8,nt,nt,1,6,-5,0
O=C(COC(=O)c1ccc(O)cc1)Nc1ccccc1[N+](=O)[O-],nt,?,1.5,1,-1,3,nt
Cc1c(NC(=O)COc2ccc3ccc(=O)oc3c2)c(=O)n(-c2ccccc2)n1C,-2,9,-1.2,-1,-12,7,nt
CC(C)NC(=O)C1(C)CN(S(C)(=O)=O)CC(=O)N1C1CCN(Cc2ccccc2)CC1 (configuration not stated),nt,-6,0.3,-4,-2,4,nt
O=C(CNC(=O)c1cccs1)NCC(=O)OCC(=O)c1ccc([N+](=O)[O-])cc1,nt,?,nt,7,nt,-4,nt
O=C(COC(=O)Cc1c[nH]c2ccccc12)Nc1cccc(Br)c1,-4,9,0.0,-3,nt,1,6
CC1=C(C(=O)Nc2ccccc2C)C(c2ccccc2)NC(=O)N1 (configuration not stated),-1,6,?,-1,2,3,nt
Cc1ccc(NC(=O)CSc2ccc(C(N)=O)cc2[N+](=O)[O-])cc1,-17,-2,nt,1,0,6,3
CC1CN(CC(O)c2ccc(Br)cc2)CCO1 (configuration not stated),11,?,-0.3,6,nt,2,-1
Cc1ccsc1/C=C1\SC(=S)N(CC2CCCO2)C1=O (configuration not stated),nt,5,-4.1,-1,-1,-6,nt
CC1CCN(C(=O)/C(=C\c2cccs2)NC(=O)c2ccccc2)CC1,nt,-2,0.1,-5,-7,0,nt
O=C(CSc1nnnn1C1CC1)Nc1ccc(S(=O)(=O)N2CCOCC2)cc1,4,-5,nt,-1,-5,1,-3
CCOC(=O)C1(CCOc2ccccc2)CCN(Cc2ccc(CO)o2)CC1,nt,2,1.4,-5,-6,-3,nt
CN(C)C(=O)c1ccc(-c2ccc([C@H]3[C@H]4CN(C(=O)C5CCCC5)CC(=O)N4[C@H]3CO)cc2)cc1,nt,-13,0.2,1,-6,2,nt
Cn1nc(-c2ccccc2)c(C(=O)NC(C(=O)O)c2ccccc2)c1Cl (configuration not stated),nt,nt,nt,2,-4,1,nt
O=C1[C@H]2[C@H](C=CC[C@H]2C(=O)N2CCN(c3ccccc3)CC2)CCN1Cc1ccccc1,33,11,0.0,1,-1,-5,1
COCCCNC(=S)N(Cc1ccccc1)Cc1ccc(F)cc1,-1,4,nt,-9,15*,-2,nt

# High-throughput results (PubChem)
